B2AR arrestin = qHTS assay of beta-arrestin-biased ligands of beta2-adrenergic receptor; Beta-2 adrenergic receptor (Homo sapiens), P07550; beta-arrestin recruitment to beta2AR, cell-based reporter; Potency, µM (titrated, usually from 46.1 µM), for the others: top-dose activation, most hits filed as activators; hit rate 0.02% among 330,000; AID 492947, 2010;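 further: potency means the concentration at half of the fitted maximal effect; 0% = DMSO controls and full agonism = EC100 isoproterenol or metaproterenol; nearly all actives have a fitted effect of over 65% in size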
MLL CXXC-DNA inh = qHTS Fluorescence Polarization Assay for Inhibitors of MLL CXXC domain - DNA interaction; hit rate 0.037% among 290,000; Histone-lysine N-methyltransferase 2A (Homo sapiens), Q03164; AID 2662, 2010; Potency, µM (top dose mostly 115 µM), for inactives: at the highest dose activity change, negative = inhibition, usual class: inhibitors; MLL-CXXC / FITC-HOXA9 DNA fluorescence polarization; active means well fitted inhibition curve with a large enough effect in the polarisation, with a control signal flat, not every such curve was filed as active; inconclusive means small, poorly fitted or top-dose-only effect, or effect the other way, or a change in a side signal; inactive means no such curve, though single readings can be large or run the other way; the % refers to the polarisation; further: potency means the concentration at half of the fitted maximal effect
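Steps: dispense CXXC domain solution (7 uM) → pin compounds or unlabeled HOX-A9 DNA control → 5 min ambient → add FLSN-HOX-A9 solution (50 nM) → spin → 30 min ambient → fluorescence polarization. Tris pH 7.5/NaCl/DTT/BSA buffer.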
Menin MLL FP TR = qHTS Assay for Inhibitors Targeting the Menin-MLL Interaction in MLL Related Leukemias: Competition With Texas Red Labeled MLL-derived Mutant Peptide | Menin + Texas Red MLL mutant peptide, fluorescence polarization | Potency, µM (titrated, usually from 61.6 µM), for the others: top-dose FP activity change, negative = inhibition, usual class: inhibitors | hit rate 0.23% among 270,000 | AID 1768, 2009; active means well fitted inhibition curve with a large enough effect in the polarisation, with a control signal flat, not every such curve was filed as active; inconclusive means small, poorly fitted or top-dose-only effect, or effect the other way, or a change in a side signal; inactive means no such curve, though single readings can be large or run the other way; the % refers to the polarisation; further: potency means the concentration at half of the fitted maximal effect; % of control where 0% means no effect; many of its hits are not listed in these tables
hERG WT inh = qHTS for Inhibitors of KCHN2 3.1: Wildtype qHTS | Voltage-gated inwardly rectifying potassium channel KCNH2 (Homo sapiens), Q12809 | U2OS, BacMam KCNH2, thallium flux FluxOr; stronger effect = lower value | activity change, % at 1.84 µM | hit rate 0.37% among 340,000 | AID 720551, 2013;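 active means maximum activity change below -70%; inconclusive means maximum activity change between -70% and -50%; inactive means maximum activity change above -50%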; further: on the % scale 0 is the no-effect control and ±100 the full control effect
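U2OS cells were transduced with wild-type KCNH2 virus (2.03 x 10^8 / mL) for 4 h at room temperature, then cultured overnight at 37 C. Thallium flux was read with FluxOr dye. Rate constants were normalized to DMSO controls.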
PKM2 activator = qHTS Assay for Activators of Human Muscle isoform 2 Pyruvate Kinase; hit rate 0.34% among 260,000; Potency, µM (highest dose often 57.5 µM), for the others: at the highest dose activation, actives largely listed as activators; AID 1631, 2009; Pyruvate kinase PKM (Homo sapiens), P14618; purified PKM2, Kinase-Glo ATP luminescence, activation; response scale: 0% is enzyme alone, no compound; further: potency means the concentration at half of the fitted maximal effect; on the % scale 0 is the no-effect control and ±100 the full control effect; nearly all actives have a fitted effect of over 55% in size
Target sequence (P14618 whole entry, looked up, canonical isoform): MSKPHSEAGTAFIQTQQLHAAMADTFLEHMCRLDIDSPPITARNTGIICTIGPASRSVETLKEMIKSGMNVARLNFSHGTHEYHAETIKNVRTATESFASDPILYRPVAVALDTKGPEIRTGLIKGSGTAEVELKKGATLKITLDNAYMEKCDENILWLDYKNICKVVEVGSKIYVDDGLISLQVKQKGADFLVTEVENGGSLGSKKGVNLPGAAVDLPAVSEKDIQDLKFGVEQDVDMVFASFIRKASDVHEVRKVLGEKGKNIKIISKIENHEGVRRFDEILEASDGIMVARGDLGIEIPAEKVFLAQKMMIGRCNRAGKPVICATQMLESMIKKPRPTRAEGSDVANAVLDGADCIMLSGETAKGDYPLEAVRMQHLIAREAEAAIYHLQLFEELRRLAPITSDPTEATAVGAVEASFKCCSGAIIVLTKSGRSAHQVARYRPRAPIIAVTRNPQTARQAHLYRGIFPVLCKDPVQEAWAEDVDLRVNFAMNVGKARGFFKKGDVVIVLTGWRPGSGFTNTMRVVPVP
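Purified hPK-M2 (>95%) run at intermediate activity with 0.1 mM ADP and 0.5 mM PEP in 50 mM imidazole pH 7.2, KCl, MgCl2; 1 h room temperature. ATP formed read by Kinase-Glo luminescence; normalized to uninhibited and no-enzyme controls.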
USP2a block = qHTS Assay for Inhibitors of Ubiquitin-specific Protease USP2a Using CHOP2 as the Reporter | hit rate 0.01% among 330,000 | USP2 core, Ub-CHOP2 coupled fluorogenic reporter, 485/531 | Potency, µM (titrated, usually from 38.3 µM), for the others: at the highest dose activity change, negative = inhibition, hits mostly inhibitors;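 further: potency means the concentration at half of the fitted maximal effect; plate controls were DMSO wells for no effect and full inhibition by NEM control for full effect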
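USP2 core (10nM final) preincubated 30min RT with compound in 20mM Tris-HCl pH 8.0, 2mM CaCl2, 2mM beta-mercaptoethanol, 0.05% CHAPS; 25nM Ub-CHOP2 plus 25nM reporter substrate added, fluorescence (Ex485/Em531) read after 60min.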
TRPV1 ag = HTS Assay for Compounds that Act as Agonists of the Vanilloid Receptor 1. hit rate 0.19% among 320,000. TRPV1-expressing cells, Fluo-8 calcium influx, agonist mode. Transient receptor potential cation channel subfamily V member 1 (Homo sapiens), Q8NER1. activation, % at 8.33 µM. AID 540275, 2011; in the data active means activation above about 80%; inconclusive means between about 30% and that limit; further: 0% is about no effect
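Fluo-8 calcium influx in TRPV1-expressing cells, kinetic read (ex 480/em 520 nm). Compound added and read 3 min for agonist activity, followed by capsaicin at EC20 final and 2 min further read for enhancement.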
GALK inhibitor = qHTS Assay for Inhibitors of Human Galactokinase (GALK). Purified GALK, Kinase-Glo residual ATP luminescence. Potency, µM (series often up to 57.5 µM), for inactives: at the highest dose activity change, negative = inhibition, actives largely listed as inhibitors. hit rate 0.007% among 270,000. AID 1868, 2009; further: potency means the concentration at half of the fitted maximal effect; on the % scale 0 is the no-effect control and ±100 the full control effect
Target sequence (P51570 whole entry, looked up): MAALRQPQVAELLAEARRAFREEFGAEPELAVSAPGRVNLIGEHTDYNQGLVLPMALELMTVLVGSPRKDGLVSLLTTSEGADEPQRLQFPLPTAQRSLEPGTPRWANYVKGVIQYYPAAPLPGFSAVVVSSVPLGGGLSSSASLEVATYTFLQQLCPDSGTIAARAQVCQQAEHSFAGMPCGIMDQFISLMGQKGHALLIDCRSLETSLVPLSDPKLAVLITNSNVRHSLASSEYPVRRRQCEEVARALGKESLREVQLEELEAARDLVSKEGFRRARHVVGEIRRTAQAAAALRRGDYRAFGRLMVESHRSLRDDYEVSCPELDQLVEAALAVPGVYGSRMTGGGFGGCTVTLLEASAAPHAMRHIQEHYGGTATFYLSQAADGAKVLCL
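GALK at 5 nM final was combined with compound, 35 uM ATP and 100 uM galactose in HEPES pH8.0 with MgCl2 and DTT. The reaction ran one hour at room temperature before luminescent ATP detection.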
KCNH2 3.1 block = qHTS for Inhibitors of KCHN2 3.1: Mutant qHTS | Potassium voltage-gated channel subfamily H member 2, brain isoform KCNH2 3.1 (human) | U2OS KCNH2 3.1, thallium flux FluxOr; stronger effect = lower value | activity change, % (tested at about 1.8 µM) | hit rate 0.95% among 340,000 | AID 720553, 2013;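 active means maximum activity change below -70%; inconclusive means maximum activity change from -70% to -50%; inactive means maximum activity change above -50%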;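 further: thallium influx rate constant from kinetic fluorescence after stimulation buffer; on the % scale 0 is the no-effect control and ±100 the full control effect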
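We transduce U2OS cells with the mutant 3.1 virus, culture them overnight, load FluxOr with Red40 quencher for 45 min, then add stimulation buffer and read kinetically for 2 min to derive a normalized rate constant.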
Giardia kill = Small Molecules that selectively kill Giardia lamblia: qHTS; Giardia lamblia trophozoite viability; activity change, % at 7.66 µM, hits read low; hit rate 0.15% among 340,000; AID 540267, 2011; in the data active means activity change below about -80%; inconclusive means between about -30% and that limit;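 further: parasites exposed to compound for two days anaerobically before the ATP read; on the % scale 0 is the no-effect control and ±100 the full control effect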
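Giardia lamblia trophozoites (100 cells/well) were incubated with compounds for 48 h at 37 deg C under anaerobic conditions. Viability was read as ATP content by one-step luminescence after 15-30 min at room temperature.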
Coupling enz = qHTS Assay for Inhibitors of Fructose-1,6-bisphosphate Aldolase from Giardia Lamblia: Coupling assay counterscreen; hit rate 0.67% among 290,000; activity change, negative = inhibition, % at 58.2 µM, hits read low; AID 2472, 2010; coupling enzyme system counterscreen, AmpLite Red fluorescence; in the data active means activity change below about -30%; further: on the % scale 0 is the no-effect control and ±100 the full control effect
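Coupling enzymes only (glyceraldehyde-3-phosphate) + compound, at 57.5 uM final, 10 min RT; add substrate/coupling/AmpLite Red mix, 20 min RT; fluorescence ex 525/em 598 nm. Actives flag coupling-system interference.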
The depositor's hits bear a star; u = inconclusive; x = no result given; [ ] = dose if it differs, or a comment. Unless noted, the call rests on the fitted dose curve; in most records, active means well fitted curve in the direction sought with a large enough effect; inconclusive means small, poorly fitted or top-dose-only effect, or another doubt; inactive means no such curve, though single readings can be large; an effect the other way counts as inactive or inconclusive. Not all compounds are listed; count on the stated rates, not on these rows.

SMILES | B2AR arrestin | MLL CXXC-DNA inh | Menin MLL FP TR | hERG WT inh | PKM2 activator | USP2a block | TRPV1 ag | GALK inhibitor | KCNH2 3.1 block | Giardia kill | Coupling enz
C=CCNC(=O)c1onc(CSc2ccccc2C)c1C(=O)O | -0.9% | -8% | 13% | -3 | 1% | 1% | 4 | -10% | -13 | -2 | -6
O=C(COC(=O)c1ccccc1O)Nc1cc(S(=O)(=O)N2CCCCCC2)ccc1Cl | 0.0% | x | x | 0 | x | -1% | 0 | x | -4 | -10 | x
CC1CCCCN1C(=O)Nc1cccc(C(F)(F)F)c1 (stereo not given) | 0.2% | -1% | -27% | 4 | 8% | 3% | -2 | -1% | 4 | 11 | 0
Cc1ccc(N2C(=O)CN(Cc3cccs3)C2=S)cc1C | -0.8% | -3% | -25% | -1 | 0% | 3% | 18 | -2% | -2 | 11 | -1
CCCCNC(=S)NNC(=O)c1nn(C)c(C)c1Cl | 0.2% | 8% | 3% | 16 | 5% | 3% | 2 | 0% | 15 | -8 | 4
O=S1(=O)C[C@@H]2N=C(N/N=C/c3ccccc3)S[C@@H]2C1 | -0.3% | -2% | x | 1 | -39% | 0% | 0 | x | -2 | 5 | 0
COc1ccccc1NC(=O)Cn1cnc2c(oc3ccccc32)c1=O | 0.5% | -1% | 1% | -7 | -6% | -1% | -1 | -3% | 6 | -2 | -3
CC(=O)Nc1ccc(NC(=O)C2C3C=CC(C3)C2C(=O)O)cc1 (stereo not given) | 0.2% | 3% | 2% | 6 | 0% | 3% | -5 | -2% | 0 | -6 | 0
Cc1ccc2c(c1)nnn2C1CCN(CC(=O)c2ccc(Cl)cc2)CC1 | 0.1% | -12% | -1% | 7 | 6% | -2% | 13 | 1% | 9 | -11 | -1
O=C(NCCN1CCN(c2ccccc2)CC1)c1ccccc1F | -0.5% | 3% | 0% | 14 | x | 3% | 0 | 1% | -12 | 4 | 4
CN1CCN(C2CCCCC2NS(=O)(=O)c2ccc(Cl)cc2)CC1 (stereo not given) | 0.6% | 12% | -11% | 24 | -6% | -5% | -5 | 8% | -10 | 4 | 1
c1ccc(Oc2nc(Oc3ccccc3)nc(N3CCOCC3)n2)cc1 | 0.0% | -5% | -20% | -1 | 5% | -2% | 11 | -1% | -16 | -4 | -1
COc1ccc2[nH]c(C)c(CCN(Cc3cccs3)C(=S)Nc3ccc(F)cc3)c2c1 | -0.2% | 7% | u | 0 | 0% | 1% | -2 | 0% | 5 | 4 | -8
O=C(Nc1nccs1)C1CCCN1S(=O)(=O)c1cccc2cccnc12 (stereo not given) | -0.3% | -12% | -1% | 3 | 0% | -1% | -1 | -1% | -3 | -7 | 2
COc1ccc(Cc2nc3ccc(C(=O)N(C)CCCN4CCOCC4)cc3o2)cc1 | 0.0% | 5% | x | 2 | x | 3% | 2 | -5% | 6 | -1 | x
Cc1ccc(-c2n[nH]c3c2C(c2cccc(O)c2)N(c2ccc(C(=O)O)cc2)C3=O)cc1 (stereo not given) | -0.3% | 1% | x | -6 | -3% | 0% | 2 | -6% | 7 | 2 | 6
COc1ccc(OCc2cc(C(=O)N3CCN(CC(=O)N(C)C)CC3)no2)c(Cl)c1 | -0.2% | -1% | -2% | -4 | x | -7% | 0 | 9% | -8 | 12 | -2
CCOC(=O)Cn1c(=O)oc2cc(S(=O)(=O)NCC3CCCO3)ccc21 (stereo not given) | -1.0% | -3% | 5% | -5 | 3% | -2% | 1 | 3% | 0 | -7 | 2
COc1cccc(CNC(=O)C2CCN(S(=O)(=O)c3ccc4c(c3)CC(C)N4C(=O)C3CC3)CC2)c1 (stereo not given) | -0.8% | -15% | 0% | -1 | -2%[0.46 µM] | 0% | 5 | -2% | -14 | 10 | 0
O=C(c1ccc(S(=O)(=O)Nc2ccccc2F)cc1)N1CCCCCC1 | -0.2% | x | x | 5 | x | -1% | 2 | x | -1 | 4 | x
O=C(COc1ccccc1)Nc1nnc(S(=O)(=O)N2CCCCC2)s1 | -0.2% | -3% | x | -4 | x | 1% | 0 | -9% | -3 | -5 | x
N#Cc1ccc(CSc2nnc(-c3ccccc3)n2Cc2ccco2)cc1 | 0.6% | -9% | -26% | -15 | -1% | 1% | -13 | 0% | -10 | -18 | 1
Cc1nc2ccc(S(=O)(=O)NC(C(=O)N3CCC(C)CC3)C(C)C)cc2s1 (stereo not given) | 0.4% | 3% | -11%[11.7 µM] | -1 | 15% | 1% | x | 2% | 3 | -16 | 2
O=C(c1ccccc1)C1CCN(C(=O)c2cccs2)CC1 | 3.2% | -5% | x | -2 | -6% | 1% | 16 | 0% | -13 | 7 | 7
CCOc1cc(CN2CCCCC2)ccc1OC | -0.2% | 4% | -11% | 16 | -6% | 3% | 1 | 0% | 8 | 3 | -1
Cc1cc(C)c(S(=O)(=O)Nc2c(C)[nH]c(=O)[nH]c2=O)c(C)c1 | 0.1% | -9% | 8% | 1 | -4% | 5% | 5 | -1% | -10 | 4 | -4
COc1ccc(NC(=O)CN(C)S(=O)(=O)c2ccc(Br)s2)cc1OC | -0.1% | 1% | 10% | -6 | -1% | -1% | 2 | 4% | -17 | -6 | -1
COc1ccc(NC(=O)C2=C(C)NC(=O)NC2c2ccccc2[N+](=O)[O-])cc1 (stereo not given) | 0.5% | -1% | x | -5 | 2% | 1% | 4 | -2% | 5 | -8 | 1
Cc1cc(NS(=O)(=O)c2ccc(NC(=S)NC(=O)c3ccc(Cl)cc3Cl)cc2)no1 | x | -4% | 16% | -2 | 0% | x | -1 | -1% | 16 | 2 | 8
C=CCn1c(SCC(=O)c2c(N)n(C3CC3)c(=O)[nH]c2=O)nnc1-c1ccccc1OC | 0.1% | x | x | -4 | x | 2% | 3 | x | 0 | -1 | x
Cc1ccc(S(=O)(=O)N2CCC[C@H]2C(=O)OCC(=O)c2ccc3c(c2)NC(=O)CO3)cc1 | -0.5% | -15% | x | 10 | -2% | 0% | 7 | -1% | -10 | -14 | -2
COc1cc2c(cc1OC)[C@H](C)N(C(=S)Nc1ccc(F)cc1)CC2 | 0.1% | 1% | x | 12 | 3% | -2% | 3 | -1% | -1 | -11 | 0
CC(C)(C)c1ccc(CSc2ccc(S(=O)(=O)N3CCOCC3)cn2)cc1 | -0.1% | x | x | 5 | x | -2% | 21 | x | 18 | 17 | x
Cc1ccc(-c2cc(C(=O)Nc3cccnc3)c3ccccc3n2)s1 | -0.8% | u | 57%[activator] | -12 | 0% | -1% | 22 | -2% | x | 7 | -2
C/C(=N\NC(=O)c1ccccc1N)c1ccc(NC(=O)Cc2ccccc2)cc1 | 0.0% | 6% | u | -10 | 1% | 0% | -1 | 1% | -11 | 0 | 1
CCOc1ccccc1Nc1nc(N)nc(CSc2nccc(C)n2)n1 | -0.1% | -1% | -18% | 13 | 7% | 0% | -1 | -1% | 8 | 20 | -2
CCCCOC(=O)n1c(=O)oc2ccccc21 | -0.2% | 28% | 0% | -7 | -5% | 1% | 3 | 2% | -13 | -8 | 3
COc1ccc(C)cc1S(=O)(=O)Nc1ccc2c(c1)N(C(C)=O)CCC2 | 0.2% | x | x | -11 | x | -1% | 2 | x | -16 | 5 | x
CCOC(=O)Cc1csc(NC(=O)c2c(O)c3ccccc3n(CC(C)C)c2=O)n1 | -0.2% | -6% | x | -8 | -4% | -2% | -4 | -3% | -5 | -6 | 8
CCS(=O)(=O)N1CCN(CC(=O)NC2CCCCC2)CC1 | -0.1% | -2% | 23% | 5 | -3% | 1% | -1 | 10% | 6 | 9 | 3
CO/N=C/C(=N\Nc1ccccc1)C(=O)c1ccccc1 | -0.6% | 0% | 16% | -10 | -1% | -4% | 12 | -2% | -6 | -4 | 4
Cc1ccc2c(c1)nnn2C1CCN(S(=O)(=O)c2ccc3ccccc3c2)CC1 | 2.4% | 5% | -4% | 12 | 2% | 2% | 0 | -2% | 2 | 13 | -1
